Screens deposited in PubChem by PCMD.
FXIa single inh – blocks human coagulation factor XIa activity; P03951; purified human FXIa, fluorogenic AMC substrate cleavage; AID 687; actives 0.3% (n = 33,000); inhibition, % at 10 µM;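 active = inhibition above 40% in the primary screen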;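 also: 0% = enzyme without compound and 100% = blank wells lacking enzyme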
FXIIa single – inhibitors of human coagulation factor XIIa. actives 0.2% (n = 33,000). inhibition, % at 10 µM. purified human FXIIa, AMC substrate fluorescence, 2 h; in the data active = inhibition above about 30%;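 also: 0% = enzyme with vehicle only and 100% = no enzyme blank; many of its hits are not listed in these tables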
Target sequence (P00748 20-372 limits assumed): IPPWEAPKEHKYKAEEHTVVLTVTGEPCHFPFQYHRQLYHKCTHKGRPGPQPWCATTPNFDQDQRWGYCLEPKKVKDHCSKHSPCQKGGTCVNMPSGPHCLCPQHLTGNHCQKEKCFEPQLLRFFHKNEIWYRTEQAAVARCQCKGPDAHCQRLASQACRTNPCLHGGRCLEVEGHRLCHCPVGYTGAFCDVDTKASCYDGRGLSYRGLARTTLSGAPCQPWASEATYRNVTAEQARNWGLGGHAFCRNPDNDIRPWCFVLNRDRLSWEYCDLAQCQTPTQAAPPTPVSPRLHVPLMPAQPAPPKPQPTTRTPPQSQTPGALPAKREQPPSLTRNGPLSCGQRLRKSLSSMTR
Target sequence (P00748 373-615 limits assumed): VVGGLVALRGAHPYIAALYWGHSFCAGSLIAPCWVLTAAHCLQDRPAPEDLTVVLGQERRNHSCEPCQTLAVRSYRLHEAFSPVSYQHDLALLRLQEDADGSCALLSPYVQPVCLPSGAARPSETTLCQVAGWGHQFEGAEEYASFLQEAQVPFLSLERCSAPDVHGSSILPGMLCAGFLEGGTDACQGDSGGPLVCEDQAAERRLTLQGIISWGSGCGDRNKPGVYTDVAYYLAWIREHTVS
* hit, by the source's call. Some of the compounds tested, so the mix of outcomes need not match the whole.

SMILES	FXIa single inh	FXIIa single
COc1ccc(-c2nnc(SC(C)C(=O)NCc3ccc4c(c3)OCO4)n2Cc2ccco2)cc1 (stereo not given)	-2	13
COc1ccc2c(c1)N(C(=O)CN1C(=O)C3CCCCC3C1=O)C(C)(C)C=C2C (stereo not given)	-2	3
O=C(NCCC1=CCCCC1)C1CCCN(S(=O)(=O)c2ccccc2)C1 (stereo not given)	2	10
Nc1nnc(CC(c2ccccc2)c2ccccc2)s1	2	2
CCOC(=O)C(C(=O)Nc1cccc(C)c1)C1CCCCC1 (stereo not given)	-1	12
Cc1ccc(Nc2nc(=O)[nH]nc2C)cc1	-6	7
CC(Oc1ccccc1Cl)c1nnc(N)s1 (stereo not given)	-3	4
CCCCCCOc1ccc(N2C(=O)CC(N3CCN(C(=O)c4ccco4)CC3)C2=O)cc1 (stereo not given)	-1	7
COc1cc(/C=N\n2cnnc2)ccc1OCC(=O)Nc1ccc(C)cc1	0	5
CCN(C(=O)COC(=O)c1ccccc1Nc1cccc(C)c1C)C1CCS(=O)(=O)C1 (stereo not given)	-12	6
CCOC(=O)C1=C(C)N(c2ccccc2)C(=O)C1CC(=O)O (stereo not given)	-5	6
CC(=O)CCc1oc2ccc(NC(C)=O)cc2c1-c1ccc(C)o1	-7	1
O=C(COC(=O)c1cccc2ccccc12)Nc1ncc(C(F)(F)F)cc1Cl	-6	6
CCOc1ccc(NC(=O)C2CCCN(S(=O)(=O)c3cccc4nsnc34)C2)cc1 (stereo not given)	-4	16
C/C(=N\O)C1/C(=N/O)CC2C1C2(C)C (stereo not given)	4	-1
CCN1CCc2c(C#N)c(N3CCOCC3)nc(N3CCOCC3)c2C1	7	6
C=CCNc1nc(C)c(C(C)=O)cc1C#N	-3	-4
CCSCCNC(=O)c1cncc(Br)c1	0	-11
Cc1c(NC(=O)CN2CCN(c3ccccc3)CC2)c(=O)n(-c2ccccc2)n1C	-6	1
Nc1ccc(C(=O)N2CCCC2)cc1	-1	-11
CC(NC(=O)c1ccncc1)C(C)(C)C (stereo not given)	-3	1
CCC1(CC)C(=O)C(C)(C)C(=O)OC1c1cccs1 (stereo not given)	-9	5
COc1ccc(N2CCN(C(CNS(=O)(=O)c3cc(F)ccc3F)c3cccnc3)CC2)cc1 (stereo not given)	-4	-1
O=C(c1cccs1)c1coc2ccc(O)cc12	21	-13
N#CCc1nc(CSc2nc3ccccc3o2)cs1	3	3

Complete entries, looked up by structure. Screens in order: FXIa single inh | FXIIa single
`CC(Oc1ccccc1Cl)c1nnc(N)s1` (stereo not given) across the screens: -3 | 4
`CC(=O)CCc1oc2ccc(NC(C)=O)cc2c1-c1ccc(C)o1` across the screens: -7 | 1
`Nc1ccc(C(=O)N2CCCC2)cc1` across the screens: -1 | -11
`COc1ccc(-c2nnc(SC(C)C(=O)NCc3ccc4c(c3)OCO4)n2Cc2ccco2)cc1` (stereo not given) across the screens: -2 | 13

The results go on:
SMILES	FXIa single inh	FXIIa single
CCN=C(NCC)SC1CC(=O)N(c2ccccc2)C1=O (stereo not given)	1	2
CCCOC(=O)c1ccc(Nc2nc(C)cc(=O)[nH]2)cc1	6	5
O=C1CSC(c2cccnc2)N1C1CCCCC1 (stereo not given)	-2	7
O=C(CSc1nc2cccnc2n1Cc1ccccc1)N1CCCC1	-9	4
N/C(=N\c1nc2c(c(=O)[nH]1)CCCC2)Nc1ccc(Oc2ccccc2)cc1	0	-16
COCCn1c(SCc2nnc(-c3ccc(OC)c(OC)c3)o2)nc2sc3c(c2c1=O)CCC3	4	8
Cc1cc(C)cc(C(=O)N2CC(C)OC(C)C2)c1 (stereo not given)	-1	12
CC(=O)Nc1ccc(S(=O)(=O)N2CCCc3ccccc32)cc1	-1	8
CCCn1c(SCc2ccon2)nc2ccccc2c1=O	-2	8
CC(=O)c1ccc2c3c(cccc13)CC2	-6	12
Cc1ccc(-c2ccc(CCC(=O)O)n2CC(=O)O)cc1	5	8
COc1ccc(-n2c(SCC(=O)Nc3ccccc3)nnc2-c2ccoc2C)cc1	4	-13
OCCN(CCO)c1ncnc2c1oc1ccc(Br)cc12	10	3
CC(C)OP(=O)(OC(C)C)C(NC(=O)c1cccc([N+](=O)[O-])c1)C(N)=O (stereo not given)	2	-7
C=C1CC(C)OC(c2ccccc2OCC(O)CN2CCCCC2)C1 (stereo not given)	-2	6
Cc1cc(C)cc(OCC(=O)Nc2ccc(N3CCCC3)cc2)c1	1	-3
CON(c1nc(N(C)C)nc(N(C)C)n1)S(=O)(=O)c1ccccc1Cl	-6	5
O=C(C1CC(c2cccc(Br)c2)=NO1)N1CCc2ccccc2C1 (stereo not given)	36	-11
Cc1c2c(n3c(nc4ccccc43)c1C#N)N(Cc1cccnc1)CC2	5	-17
COC(=O)c1cc(C(=O)OC)cc(N2C(=O)CC(N3CCN(c4ccccc4)CC3)C2=O)c1 (stereo not given)	-4	3
O=C(COc1ccc2ccccc2c1)Nc1ccc(S(=O)(=O)N2CCCCCC2)cc1	3	-18
Cc1ccc(C(=O)Nc2cccc(Oc3ccccc3)c2)o1	0	6
COc1cc2c(cc1NC(=O)c1ccco1)CCCC2	2	3
COC(=O)CN(CCc1ccccc1)S(=O)(=O)c1ccc(OC)c(OC)c1	-2	17
O=C(NC1CCS(=O)(=O)C1)c1ccccc1C(=O)c1ccccc1 (stereo not given)	0	4
SMILES	FXIa single inh	FXIIa single
CC(C)NC(=O)COc1ccc(Cl)cc1Cl	-7	5
O=C(NCc1ccccc1)C(c1ccc(F)cc1)N(Cc1ccco1)C(=O)c1ccccn1 (stereo not given)	-6	9
Clc1cccc(Cl)c1Cn1cc(Br)cn1	3	10
Cc1cccc2c(=O)c(C(=O)N3CCCCCC3)c[nH]c12	-6	4
CC1(c2ccccc2)NC(=O)N(CC(=O)NC(=O)NCc2ccco2)C1=O (stereo not given)	0	3
CCOC(=O)Cc1csc(NC(=O)c2cc(OC)cc(OC)c2)n1	9	6
COC(=O)Nc1sc2c(c1C(=O)NCc1ccco1)CCC2	1	6
COCCCn1c(SCC(=O)n2c(C)c(C)c3ccccc32)nnc1-c1ccoc1C	1	9
CCOC(=O)Cn1nc(-c2ccc(F)cc2)oc1=O	-3	4
Cn1cnnc1SCc1ccccc1	-2	11
COc1ccccc1-c1nnc(Sc2nc([N+](=O)[O-])nn2C)o1	-5	8
CCOC(=O)C(C)Sc1nc2c(c(=O)[nH]c(=O)n2C)n1CCc1ccccc1 (stereo not given)	3	2
CCCC(C)NC1=NCCCCC1 (stereo not given)	7	3
COc1ccc(NC(=O)c2ccc(COc3ccccc3)o2)cc1	4	-13
COc1ccc(OCCSc2ncn[nH]2)cc1	43*	-15
Nc1nc(N2CCOCC2)cc(=O)[nH]1	0	5
CCOc1cccc(C(=O)Nc2ccc3oc(Cc4ccc(Cl)cc4)nc3c2)c1	-2	12
N#C/C(=C\c1ccccc1)C(=O)NC(=O)Oc1ccccc1	4	5
CCCCCCCc1nc2c(=O)[nH]c3ccccc3c2o1	-1	7
COC(=O)Cc1c(C)nc2nc(-c3ccc(C)cc3)[nH]n2c1=O	-1	6
CC(Sc1c[nH]c2ccccc12)C(=O)O (stereo not given)	-2	12
Cc1c(C(=O)NCc2cccs2)oc2ccccc12	1	5
CCN(CC)C(=O)Nc1ccccc1C	3	4
Cc1cc(NC(=O)C2CCCCC2)n(-c2nc3ccccc3[nH]2)n1	4	1
CCOc1ccc2nc(SCC(=O)Nc3ccc4c(c3)OCCO4)[nH]c2c1	0	17
SMILES	FXIa single inh	FXIIa single
COc1cccc(C2C(C#N)=C(N)Oc3cc(C)[nH]c(=O)c32)c1OC (stereo not given)	0	6
C=CCn1c(Cc2cccs2)nnc1SCC(=O)Nc1ccc(C(=O)OCC)cc1	0	1
CCSc1nnc(NC(=O)c2cc(C)oc2C)s1	-6	-14
COc1ccc(CCNC(=O)c2cc(-c3ccc(C)c(C)c3O)n[nH]2)cc1OC	-4	9
CCCC(=O)Nc1ncnc2c1ncn2[C@@H]1O[C@@H]2COP(=O)(O)O[C@H]2[C@H]1OC(=O)CCC	11	3
COc1ccc2c(c1)OC1=C(C(=O)CCC1)C2C1=C(O)CCCC1=O (stereo not given)	25	-9
Cc1ccccc1NC(=S)N(C)Cc1cccs1	1	6
COc1ccc(N2CCN(Cc3oc(CO)cc(=O)c3O)CC2)cc1	-2	10
Cc1cc(C)cc(NC(=O)CN2CCN(CCN=CC3=C(O)CC(C)(C)CC3=O)CC2)c1	0	9
CCCCN(CCCNC(=O)c1ccc2nc(N3CCOCC3)sc2c1)Cc1ccccc1	-2	4
O=C(CSc1nnc(CNc2ccc(F)cc2)n1Cc1ccco1)N1CCOCC1	-2	2
CC(=O)Nc1nc2c(ncn2COCCOC(C)=O)c(=O)[nH]1	-2	7
COc1ccc(NCN2C(=O)CCC2=O)cc1	10	4
CCOC(=O)N1CCC(NC(=O)c2cc(-c3ccc(F)cc3)[nH]c2C)CC1	-2	16
Cc1cc2ccccc2c(=O)n1CC(=O)NCc1ccco1	-9	10
COc1ccc(Cc2noc(COc3ccc(Cl)cc3)n2)cc1	2	8
Cc1ccc(S(=O)(=O)NC2(C(F)(F)F)C(=O)Nc3c2c(=O)n(C)c(=O)n3C)cc1 (stereo not given)	13	6
COc1ccc(C2=NN(CN3C(=O)C(=O)c4ccccc43)C(c3ccc(Br)cc3)C2)cc1 (stereo not given)	-4	9
COCCn1nnnc1C(c1ccccn1)N1CCN(c2cc(Cl)ccc2C)CC1 (stereo not given)	3	-9
O=C(Nc1ccccc1)N1CCCC(c2nc(-c3ccc(F)cc3)no2)C1 (stereo not given)	10	2
CCC(C)NC(=O)C1CCN(S(=O)(=O)c2cccnc2)CC1 (stereo not given)	-2	5
NC(=O)c1nsc(C(=O)N(CCc2ccccc2)C(C(=O)NC2CCCC2)c2ccco2)c1N (stereo not given)	8	2
Cc1ccc(NC(C)c2cc(Cl)ccc2O)cc1 (stereo not given)	-8	3
COc1ccc(OCC(=O)OC2CCN(C)CC2)cc1	-3	5
O=C(Cn1c(-c2cscn2)nc2ccccc21)Nc1ccccc1F	3	4
SMILES	FXIa single inh	FXIIa single
N=C1N(/N=C/c2ccccc2)C(=Nc2ccccc2)C(=S)N1c1ccccc1	0	5
CC(=O)NC1=NN(C(C)=O)C(c2sccc2C)S1 (stereo not given)	-10	5
Cc1cccc(-n2c(N)cc(=O)nc2SCC(=O)Nc2ccccc2)c1	-11	5
COc1ccc(-n2c(COc3ccc(Cl)cc3)nnc2SCc2ccc(C#N)cc2)cc1	-6	8
COc1cccc(N2CCN(CC(=O)C34CC5CC(CC(C5)C3)C4)CC2)c1	-12	4
Cc1ccc(C(=O)N2CCc3ccccc32)cc1	-1	3
CC(=O)NC(Cc1ccccc1)C(=O)N1CCN(C(=O)c2ccco2)CC1 (stereo not given)	4	7
Cc1ccc(-c2cc(C(=O)NCc3ccccn3)no2)cc1	2	5
CCCCOc1ccc(C(CC(=O)NC)C(=O)O)cc1 (stereo not given)	-1	-7
CCN(CC)S(=O)(=O)c1ccc2oc(SCC3CN=C(c4ccc(OC)cc4)S3)nc2c1 (stereo not given)	7	1
O=C(O)C1CCCN(S(=O)(=O)c2cccs2)C1 (stereo not given)	-1	9
C#CCn1c(=NC(=O)c2cccs2)sc2cccc(OCC)c21	9	1
COc1ccc(S(=O)(=O)NCC(c2cccnc2)N2CCN(c3ccccc3)CC2)cc1C (stereo not given)	2	2
COc1ccc(CCN2C(=O)C3CC(C)=C(C)CC3C2=O)cc1OC (stereo not given)	-7	12
Cc1cc(C)cc(NC(=O)CN2CCc3ccccc3C2)c1	-1	5
Cc1ccc(/C(N)=N/OC(=O)/C=C/c2ccccc2)cc1	-12	-17
CC1CCCC(C)N1C(=O)CSc1nc(N)c(-c2ccccc2)c(=O)[nH]1 (stereo not given)	15	-15
O=C1c2ccccc2C(=O)N1CCC(c1ccccc1)c1ccco1 (stereo not given)	-1	8

Another view of part of the listing above.
mol,FXIa single inh,FXIIa single
CCN(CC)S(=O)(=O)c1ccc2oc(SCC3CN=C(c4ccc(OC)cc4)S3)nc2c1 (stereo not given),7,1
O=C(O)C1CCCN(S(=O)(=O)c2cccs2)C1 (stereo not given),-1,9
C#CCn1c(=NC(=O)c2cccs2)sc2cccc(OCC)c21,9,1
COc1ccc(S(=O)(=O)NCC(c2cccnc2)N2CCN(c3ccccc3)CC2)cc1C (stereo not given),2,2
COc1ccc(CCN2C(=O)C3CC(C)=C(C)CC3C2=O)cc1OC (stereo not given),-7,12
Cc1cc(C)cc(NC(=O)CN2CCc3ccccc3C2)c1,-1,5
Cc1ccc(/C(N)=N/OC(=O)/C=C/c2ccccc2)cc1,-12,-17
